Source: PubChem (National Center for Advancing Translational Sciences (NCATS))
TexasRed autofl – qHTS Assay for Spectroscopic Profiling in Texas Red Spectral Region | max dye-equivalent concentration, M | Compound fluorescence, Texas Red channel, 547/618 nm; active compounds read high | 59,000 compounds, 0.06% hits; in the data active = max dye-equivalent concentration above about 10 nM; inconclusive = between about 1.1 nM and that limit
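Dye-equivalent concentrations come from scaling compound signal (ex 547, em 618 nm) to six Texas Red standard concentrations run on every plate, after 15 min room-temperature incubation in pH 8.0 Tris (100 mM).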
UbGFP stabilizer – Ubiquitin-GFP Assay | Ubiquitin-GFP reporter cells, proteasome inhibition, GFP fluorescence; response scale: untreated = 0%, 10 µM MG-132 = 100% | Potency, µM (doses to about 45.9 µM), inactives show at the highest dose activation (GFP accumulation), actives largely listed as activators | 67,000 tested, under 10 active | AID 526, 2006; active = well fitted activation curve with a large enough effect, not every such curve was filed as active; inconclusive = small, poorly fitted or top-dose-only effect, or another doubt; inactive = no such curve, though single readings can be large or run the other way; note: potency is the fitted concentration of half-maximal effect
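Proteasome blockade was scored as a rise in GFP-expressing U2OS cells carrying a ubiquitin(G76V)-GFP construct, imaged after 4 hr compound treatment at 37 °C across a 46 uM–2.9 nM series.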
Fluorescein fluor – qHTS Assay for Spectroscopic Profiling in Fluorescein Spectral Region | 59,000 compounds, 0.91% hits | Compound autofluorescence, 480/540 nm, fluorescein-equivalent; active compounds read high | AID 593, 2007 | max fluorescein-equivalent concentration, M; in the data active = max fluorescein-equivalent concentration above about 10 nM; inconclusive = between about 1.1 nM and that limit
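Values reflect compound autofluorescence, normalized to fluorescein on the same plate and reported at each tested concentration. Conditions: 100 mM Tris pH 8.0, room temperature, 15 min, excitation 480 nm, emission 540 nm.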
DNA Pol III inh – qHTS Assay for Inhibitors of DNA Polymerase III Holoenzyme System; Potency, µM (titrated, usually from 57.1 µM), inactives show at the highest dose activity change, negative = inhibition; 71,000 compounds, 0.25% hits; reconstituted DNA polymerase III holoenzyme replication, biochemical; note: potency is the fitted concentration of half-maximal effect; % is set by controls: 0 for no effect and ±100 for the full control effect
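Reconstituted *E. coli* holoenzyme (0.35 nM Pol III, 1 nM beta, 154 nM SSB, 2 nM primase) was preincubated with compound for 15 min at RT. Synthesis on 1.4 nM ssM13Gori ran 35 min, then was stopped with PicoGreen/EDTA and read as dsDNA fluorescence.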
Epigenetic mod – qHTS Assay for Epigenetic Modulators. mouse C127i GFP locus derepression, cytometry, 30 h. Potency, µM (doses to about 46.1 µM), without a hit: top-dose GFP derepression (activation). 68,000 compounds, 0.09% hits. AID 597, 2007; note: % of control where 0% means no effect
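Read-out is the number of GFP-positive cells, scored as fluorescent objects 20 to 120 um wide, reflecting derepression of a silenced CMV-GFP reporter in murine C127i cells after 30 h compound exposure at 37 C.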
Hsp90 Hop PPI – qHTS Assay for Disrupters of an Hsp90 Co-Chaperone Interaction | 71,000 compounds, 0.44% hits | Hsp90 C-terminal peptide / TPR2A (Hop) interaction, human | Potency, µM (doses to about 57 µM), for inactives: at the highest dose activity change, negative = inhibition | AlphaScreen TPR2A-His6 binding biotin-Hsp90 C-terminal peptide; active = well fitted curve in either direction with a large enough effect; inconclusive = small, poorly fitted or top-dose-only effect, or another doubt; note: potency is the fitted concentration of half-maximal effect; % is set by controls: 0 for no effect and ±100 for the full control effect; many of its hits are not listed in these tables
4MU fluor – qHTS Assay for Spectroscopic Profiling in 4-MU Spectral Region. 59,000 compounds, 11% hits. max dye-equivalent concentration, M. AID 589, 2007. compound autofluorescence, 340/450 nm, 4-MU equivalents; active compounds read high; in the data active = max dye-equivalent concentration above about 10 nM; inconclusive = mostly about 1.1 nM to 9.6 nM
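Intrinsic fluorescence at 340/450 nm (ex/em) was read after 15 min at room temperature in pH 8.0, 100 mM Tris. Each compound concentration expressed as 4-MU-equivalent concentration from a six-point 4-MU standard series on each plate.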
ALOX15 inhib – qHTS Assay for Inhibitors of 15-hLO (15-human lipoxygenase); 74,000 compounds, 1.4% hits; purified 15hLO-1, xylenol orange hydroperoxide absorbance; Potency, µM (doses to about 57.1 µM), for inactives: at the top dose activity change, negative = inhibition, hits mostly inhibitors; note: potency is the fitted concentration of half-maximal effect; % is set by controls: 0 for no effect and ±100 for the full control effect; nearly all actives have a fitted effect of over 55% in size
Target sequence (P16050 whole entry, looked up): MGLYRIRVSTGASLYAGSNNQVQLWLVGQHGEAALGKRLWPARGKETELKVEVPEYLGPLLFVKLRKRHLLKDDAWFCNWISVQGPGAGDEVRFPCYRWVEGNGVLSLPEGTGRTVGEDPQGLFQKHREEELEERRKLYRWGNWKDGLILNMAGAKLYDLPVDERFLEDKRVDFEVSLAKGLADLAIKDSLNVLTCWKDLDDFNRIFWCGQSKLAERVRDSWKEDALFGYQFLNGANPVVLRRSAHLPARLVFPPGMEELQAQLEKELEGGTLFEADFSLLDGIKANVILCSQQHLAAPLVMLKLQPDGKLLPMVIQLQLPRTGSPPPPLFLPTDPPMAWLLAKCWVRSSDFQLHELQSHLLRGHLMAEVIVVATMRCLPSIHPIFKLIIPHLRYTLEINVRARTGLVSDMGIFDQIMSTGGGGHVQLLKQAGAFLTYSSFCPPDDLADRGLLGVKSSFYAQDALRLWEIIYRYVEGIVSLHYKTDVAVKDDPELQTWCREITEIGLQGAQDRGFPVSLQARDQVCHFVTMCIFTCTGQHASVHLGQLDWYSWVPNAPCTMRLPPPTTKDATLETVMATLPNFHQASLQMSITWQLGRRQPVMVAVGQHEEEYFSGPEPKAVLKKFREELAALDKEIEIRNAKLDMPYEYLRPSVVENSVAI
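Hydroperoxide formed from arachidonic acid (50 uM) by purified human 15hLO-1 (40 nM) oxidizes ferrous iron, and the ferric-xylenol orange complex is read at 573 versus 405 nm. Compounds were preincubated 15 min; reaction ran 6 min at room temperature.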
HADH2 inhib – qHTS Assay for Inhibitors of HADH2 (Hydroxyacyl-Coenzyme A Dehydrogenase, Type II); AID 886, 2007; Potency, µM (doses to about 57.1 µM), for inactives: at the top dose activity change, negative = inhibition, actives largely listed as inhibitors; 73,000 compounds, 3.4% hits; recombinant HADH2, NADH fluorescence, beta-hydroxybutyryl-CoA; note: potency is the fitted concentration of half-maximal effect; % is set by controls: 0 for no effect and ±100 for the full control effect; nearly all actives have a fitted effect of over 60% in size; many of its hits are not listed in these tables
Target sequence (Q99714 whole entry, looked up, one chain of several): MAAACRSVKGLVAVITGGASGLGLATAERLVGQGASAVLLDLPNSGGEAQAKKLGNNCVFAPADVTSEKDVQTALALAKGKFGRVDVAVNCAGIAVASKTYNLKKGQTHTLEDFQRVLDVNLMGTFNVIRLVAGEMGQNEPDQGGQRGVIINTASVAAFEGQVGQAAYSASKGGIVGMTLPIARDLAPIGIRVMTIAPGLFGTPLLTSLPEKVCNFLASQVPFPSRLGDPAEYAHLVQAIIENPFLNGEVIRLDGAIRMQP
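20 nM HADH2 + cpd, 15 min RT; add 1 mM NAD+/90 uM beta-hydroxybutyryl-CoA; kinetic fluorescence 360/450 nm, 4 min. Tris-HCl pH 9.0, 0.01% Tween-20.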
HBB splicing – qHTS Assay for Modulators of Hemoglobin Beta Chain Splicing | 65,000 compounds, 0.06% hits | AID 925, 2007 | HBB splicing reporter cell assay, activation; EGFP reporter with mutant IVS2-654 intron; response scale: normalised to 500 nM splice-correcting PNA | Potency, µM (highest dose often 46.1 µM), inactives show top-dose activation, usual class: activators; note: potency is the fitted concentration of half-maximal effect; 0% is about no effect
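Compounds were applied for 2 days to HeLa EGFP-654 cells, 500/well in Optimem with 2% FCS. The reporter's EGFP is disrupted by mis-splicing of beta-globin intron IVS2-654. Readout: summed well GFP fluorescence from 488 nm laser scanning; reference was 500 nM antisense […] 654 PNA.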
Rhodamine autofl – qHTS Assay for Spectroscopic Profiling in Rhodamine Spectral Region; Rhodamine-region fluorescence, 547/598 nm, Tris buffer; active compounds read high; max dye-equivalent concentration, M; 59,000 compounds, 0.05% hits; AID 594, 2007; in the data active = max dye-equivalent concentration above about 11 nM; inconclusive = between about 1.1 nM and that limit
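Compounds in 100 mM Tris buffer, pH 8.0, were incubated 15 min at room temperature, then read at 547 nm excitation and 598 nm emission. Fluorescence was normalized against a per-plate six-point rhodamine standard curve as dye-equivalent concentration.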
Starred values were filed as active, the others as inactive; i = inactive; ? = inconclusive; · = no result given; [ ] = another dose, or the depositor's remark. Unless noted, calls come from the whole dose curve; as a rule, active = well fitted curve in the direction sought with a large enough effect; inconclusive = small, poorly fitted or top-dose-only effect, or another doubt; inactive = no such curve, though single readings can be large; an effect the other way counts as inactive or inconclusive.

SMILES	TexasRed autofl	UbGFP stabilizer	Fluorescein fluor	DNA Pol III inh	Epigenetic mod	Hsp90 Hop PPI	4MU fluor	ALOX15 inhib	HADH2 inhib	HBB splicing	Rhodamine autofl
O=c1[nH]c(CSc2nnc(NCCCN3CCOCC3)s2)nc2cc(Cl)ccc12	i	1%	?	12%	1%	1%	i	1%	-4%	-0.1%[57.5 µM]	i
CC(C)(C)c1ccc(OCC(O)CS(=O)(=O)c2ccccn2)cc1 (stereo unspecified)	·	2%	·	-2%	0%	-3%	·	5%	10%	-0.7%	·
CCOC(=O)Nc1sc(C)nc1-c1ccccc1	?	-3%	?	-4%	-1%	-5%	i	10%	-2%	-1.5%	i
CC(=O)c1ccc(-n2nncc2C(C)(C)C)cc1	i	2%	i	0%	1%	-1%	i	10%	-9%	0.5%[57.5 µM]	i
O=C(CSc1ccc(Cl)cc1)Nn1cnnc1	i	7%	i	-9%	-2%	-1%	i	-11%	?	2.5%[1.84 µM]	i
COc1ccccc1CNC(=O)c1cnc2sccn2c1=O	·	5%	·	0%	·	0%	·	-10%	7%	-0.9%	·
Cc1ccccc1NC(=O)NCCCN1CCN(C2CCCCC2)CC1	i	-5%	?	0%	2%	-3%	i	17%	11%	-0.8%	i
Cc1cc(C)n2nc(SCn3nnc4ccccc4c3=O)nc2n1	i	-1%	?	0%	-3%	-5%	i	-1%	2%	-0.1%[57.5 µM]	i
Cc1nn(S(=O)(=O)N2CCCCC2)c(C)c1Br	i	3%	?	2%	0%	5%	i	11%	-1%	0.1%	i
O=C(CN1CCN(c2ncccn2)CC1)N1CCN(C(c2ccccc2)c2ccccc2)CC1	i	-6%	?	3%	2%	-9%	i	-16%	-3%	-0.1%[57.5 µM]	i
Cc1ccc(OCC(=O)NCCO)cc1C	·	3%[9.17 µM]	·	-2%[11.4 µM]	0%	-4%[11 µM]	·	3%[11.4 µM]	6%[11.4 µM]	-4.2%[0.0738 µM]	·
CC(=O)c1cc(F)c(N2CCN(C(=O)Cc3ccccc3)CC2)cc1C	i	0%	i	-1%	-3%	-1%	i	-7%	4%	-0.3%	i
COc1ccc(CN2CCN(C(=O)CC(C)C)CC2)c(OC)c1OC	·	?	·	-5%	-6%	-2%	·	2%	11%	-0.5%	·
CCOC(=O)CN(C(=O)CN1CCOCC1)c1ccc(Br)cc1	i	-3%	i	-5%	2%	-2%	i	12%	-7%	0.0%[57.5 µM]	i
Cc1ccc2cc(C(c3nnnn3C3CCCC3)N3CCOCC3)c(=O)[nH]c2c1C (stereo unspecified)	i	2%	i	-1%	2%	-15%	1e-08M*	-2%	-1%	·	i
COCC(=O)Nc1cc(=O)n(C)c(=O)n1C	·	-4%	·	0%	·	-3%	·	1%	9%	0.9%	·
COCc1nnc(NC(=O)c2ccco2)s1	?	2%	i	6%	0%	-4%	i	11%	-13%	1.3%	i
COC(=O)c1nnn(CC(=O)Nc2ccc(C)c(F)c2)c1C(=O)OC	i	-9%	i	-3%	0%	-2%	i	-3%	11%	-1.8%	i
COC(=O)C1=C(C)NC(C)=C(C(=O)OC)C1c1cc2ccc(C)cc2[nH]c1=O	i	4%	i	-3%	0%	-7%	2.3e-08M*	-29%	-5%	·	i
COCCCNC(=O)C(F)(F)C(F)(F)C(=O)NCCCOC	·	-5%[9.17 µM]	·	2%[11.4 µM]	2%	-3%[11 µM]	·	6%[11.4 µM]	19%[11.4 µM]	-3.6%[0.0738 µM]	·
O=C(CN(C(=O)CCC(=O)Nc1nccs1)c1ccc2c(c1)OCO2)NCC1CCCO1 (stereo unspecified)	i	3%	?	2%	0%	-6%	i	-19%	15%	-3.3%	i
CC(=O)Nc1ccc(NC(=O)CSC2=NCCS2)cc1	i	-4%	i	-5%	-1%	2%	i	4%	-10%	·	i
CC(Cc1cccs1)NC(=O)Nc1ccccc1 (stereo unspecified)	i	2%	i	-2%	0%	2%	i	1%	-12%	-0.5%[57.5 µM]	i
O=C1NC2(CCCc3ccccc32)C(=O)N1Cc1nnc(-c2ccccc2Br)o1 (stereo unspecified)	?	-2%	i	-5%	-4%	-5%	i	-10%	-1%	-3.5%	i
COC(=O)Cn1cnc2c(nnn2Cc2ccc(Cl)cc2)c1=O	i	1%	i	-3%	1%	-6%	1.1e-08M*	14%	-2%	0.4%	i
Oc1ccc2ccccc2c1CN1CCN(c2ccccc2F)CC1	·	-4%	·	7%	-6%	17%	·	-3%	-4%	0.2%	·
Cc1ccc2c(c1)nnn2C1CCN(CC(=O)N2CCN(c3ccc(F)cc3)CC2)CC1	i	0%	?	1%	1%	-2%	i	-15%	13%	-0.5%[57.5 µM]	i
COc1ccc(C(=O)Nc2c(F)c(F)c(F)c(F)c2F)c(OC)c1	·	-1%	·	4%	-4%	-1%	·	-3%	1%	-1.0%[9.22 µM]	·
CCn1c(=O)c2c(nc3n2CCCN3CCc2ccccc2)n(C)c1=O	i	·	?	-6%	2%	-3%	i	5%	7%	0.7%[0.369 µM]	i
COc1ccc(Cn2c(C)nc3oc4cc(OC)ccc4c(=O)c3c2=O)cc1	i	10%	?	-6%	8%	?	i	-2%	4%	0.8%	i

Reprinted from the results shown (two entries):
SMILES	TexasRed autofl	UbGFP stabilizer	Fluorescein fluor	DNA Pol III inh	Epigenetic mod	Hsp90 Hop PPI	4MU fluor	ALOX15 inhib	HADH2 inhib	HBB splicing	Rhodamine autofl
COC(=O)c1nnn(CC(=O)Nc2ccc(C)c(F)c2)c1C(=O)OC	i	-9%	i	-3%	0%	-2%	i	-3%	11%	-1.8%	i
COC(=O)C1=C(C)NC(C)=C(C(=O)OC)C1c1cc2ccc(C)cc2[nH]c1=O	i	4%	i	-3%	0%	-7%	2.3e-08M*	-29%	-5%	·	i

Other structures:
SMILES	TexasRed autofl	UbGFP stabilizer	Fluorescein fluor	DNA Pol III inh	Epigenetic mod	Hsp90 Hop PPI	4MU fluor	ALOX15 inhib	HADH2 inhib	HBB splicing	Rhodamine autofl
O=C(N[C@@H](CO)[C@@H](O)c1ccc([N+](=O)[O-])cc1)C(Cl)Cl	i	-6%[20.5 µM]	i	1%[25.6 µM]	0%[20.6 µM]	-2%[26 µM]	1.6e-08M*	-18%[25.6 µM]	1%[25.6 µM]	2.0%[20.6 µM]	i
COCCNc1oc(-c2ccc(Cl)cc2)nc1C#N	i	·	i	·	2%[20.6 µM]	·	8.5e-08M*	·	·	·	i
CCOC(=O)c1c(NC(=O)c2cc(C3CC3)on2)sc2c1CCCC2	·	-8%	·	5%	0%	0%	·	5%	-5%	-0.8%	·
CCC(C)NC(=O)C1CCC(=O)N1Cc1ccc(C)cc1 (stereo unspecified)	i	-2%	?	-3%	0%	0%	i	10%	5%	0.6%	i
CCCCOC(=O)C1=C(C)Nc2ncnn2C1c1cc(OC)c(OC)cc1OC (stereo unspecified)	i	3%	i	-4%	0%	-3%	i	1%	-1%	4.6%	i
Cc1ccc(-c2nnn(CC(=O)N(Cc3cccs3)C(C(=O)NC(C)(C)C)c3ccc(C)o3)n2)o1 (stereo unspecified)	i	-1%	?	-5%	0%	-1%	i	-12%	19%	2.0%	i
Cc1ccc(-c2cc(C(=O)NCc3ccc4c(c3)OCO4)[nH]n2)c(O)c1C	i	10%	i	-8%	2%	-5%	i	-13%	11%	-2.6%[57.5 µM]	i
COC(=O)CCC(=O)Nc1ccc(C)cc1OC(=O)CCC(=O)OC	·	2%	·	-12%	0%	-2%	·	-6%	?	-2.0%	·
COC(=O)c1ccc(C(NC(=O)OCc2ccccc2)/C(I)=C/[C@@H](C)C(=O)NCC2CC2)cc1 (stereo partly specified)	·	·	·	0%	·	-2%	·	-9%	-5%	0.6%	·
O=C(c1ccncc1)N(Cc1ccco1)Cc1cc2ccccc2[nH]c1=O	?	-10%	i	-2%	-3%	-3%	i	-1%	-12%	0.3%	i
Cc1ccc(CCN2CC(C(=O)NCCCN3CCN(C)CC3)CC2=O)cc1 (stereo unspecified)	·	6%	·	-6%	0%	-4%	·	-18%	7%	0.8%	·
CC(=O)CC(=O)NC(=NC1CCCCC1)Nc1nc(C)cc(C)n1	i	-2%	i	-6%	3%	-2%	1.1e-08M*	-8%	-7%	-0.8%	i
NC(N)=NN=Cc1c(Cl)cccc1Cl	?	0%	?	3%	-1%	-7%	i	1%[25.6 µM]	4%	0.2%[20.6 µM]	i

This is a subset. The share of hits here may be higher or lower than overall.
